Source: PubChem BioAssay
miR-122 sensor – miR-122 Renilla sensor signal increase in Huh7, primary screen, miR-122 inhibitor project, cell-based, single point, plate reader | Huh7 miR-122 Renilla luciferase sensor, 48 h; neutral wells = 0, positive control = 100 | activation (reporter increase), % at 12.5 µM | actives 0.3% (n = 340,000);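 active means mean replicate activation score at least 90 and every replicate individually at or above 90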;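 further: higher luciferase means less miR-122 activity so hits act as miR-122 inhibitors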
* marks the source's active call; other numbers are inactive results. This is a subset. The share of hits here may be higher or lower than overall.

| SMILES | miR-122 sensor |
| --- | --- |
| c1ccc2c(c1)NC(c1ccncc1)n1c-2nc2ccccc21 (configuration not stated) | 1 |
| CCOC(=O)c1c(-c2ccc(F)cc2)csc1NC(=O)CCN1CCOCC1 | 5 |
| CC1=CCC2C(=O)N(c3nc4ccccc4n3C)C(=O)C2C1 (configuration not stated) | 9 |
| COC(=O)C1=CNC=C(C(=O)OC)C1c1ccc(C(=O)OC)cc1 | -9 |
| CC1(C)C2CCC13CS(=O)(=O)N[C@@H]3C2 (some centres not stated) | -1 |
| O=c1c(Cl)c(N2CCN(S(=O)(=O)c3ccc(F)cc3)CC2)cnn1-c1cccc(Cl)c1 | -2 |
| CCOC(=O)C1=C(C)NC(=S)NC1c1ccc(-c2cccc(Cl)c2C)o1 (configuration not stated) | 13 |
| CCC(C)c1ccccc1OCCOCCN1CCCC1 (configuration not stated) | 5 |
| O=S(=O)(c1ccc(SCCO)nc1)N1CCCC1 | -5 |
| C=CCN1C(=O)C(Cc2ccc(Br)cc2)S/C1=N\N=C\c1ccco1 (configuration not stated) | -5 |
| Oc1c(Br)cc(C2N=C(c3ccccc3)NO2)cc1Br (configuration not stated) | 28 |
| CC1CCN(c2ccc(C(=O)NCc3ccco3)cc2[N+](=O)[O-])CC1 | -3 |
| CCOC(=O)c1c(C)[nH]c(C(=O)COC(=O)c2ccncc2)c1C | -4 |
| CCCCCCOC(=O)C(C#N)c1nc2ccccc2nc1N1CCN(CC)CC1 (configuration not stated) | -8 |
| Cc1ccc(C(=O)Nc2nc(COc3ccccc3)cs2)s1 | -8 |
| CCCc1nc2c(C)cc(C)cc2c(N)c1CC | 3 |
| CCn1nc(NC(=O)c2cccnc2)c2cc3ccccc3nc21 | -17 |
| O=C(CSc1nnc(Cc2ccccc2)o1)Nc1ccc2c(c1)OCO2 | -5 |
| CC1(C(=O)NCc2ccccc2)Oc2ccccc2NC1=O (configuration not stated) | -3 |
| N#Cc1ccccc1NCc1ccccc1 | -2 |
| COc1ccc(CCNC(=S)Nc2ccccc2C)cc1 | 9 |
| CN(C)Cc1c(O)ccc2occ(C(O)c3ccccc3)c12 (configuration not stated) | -8 |
| Cc1ccc(C(=O)Oc2cc(-c3ccccc3)no2)cc1 | -3 |
| CC1=CC2=C(OC1N(C)C)c1cccc3cccc(c13)C2=O (configuration not stated) | -6 |
| Cc1ccc(SCc2[nH]nc3c2C2(CCSCC2)C(C#N)=C(N)O3)cc1 | -2 |

The list goes on; the last four above are carried over.
| SMILES | miR-122 sensor |
| --- | --- |
| CN(C)Cc1c(O)ccc2occ(C(O)c3ccccc3)c12 (configuration not stated) | -8 |
| Cc1ccc(C(=O)Oc2cc(-c3ccccc3)no2)cc1 | -3 |
| CC1=CC2=C(OC1N(C)C)c1cccc3cccc(c13)C2=O (configuration not stated) | -6 |
| Cc1ccc(SCc2[nH]nc3c2C2(CCSCC2)C(C#N)=C(N)O3)cc1 | -2 |
| CC1CCN(S(=O)(=O)c2ccc3c(c2)c(=O)c(C(=O)N2CCCCC2)cn3C)CC1 | 8 |
| CC1(C(=O)O)CCC(C(=O)NCCc2ccccc2)C1(C)C (configuration not stated) | -1 |
| Cc1nnc(SC(C)C(=O)Nc2ccc(S(=O)(=O)N3CCCCCC3)cc2)s1 (configuration not stated) | -3 |
| Cc1ccc(OCC(=O)NC(=S)Nc2cccc(NC(=O)c3ccccc3)c2)cc1 | 5 |
| CC(C)c1ccc(C(=O)N/N=C/c2cccc(Cl)c2Cl)cc1 | 4 |
| C=CCSC1=N/C(=C\c2ccc3c(c2)OCO3)C(=O)S1 | 2 |
| CCOc1nc(Nc2ccc(OC)cc2)nc(OCC)n1 | -4 |
| O=c1cc(CNc2cc(Cl)ccc2Cl)nc2sccn12 | -9 |
| O=C(COC(=O)CCc1nc2ccccc2n1-c1ccccc1)Nc1ccc(N2CCCCC2)cc1 | -2 |
| O=C(COC(=O)C1CC1)Nc1ccc(Oc2ccccc2)cc1 | -10 |
| Cc1nn(CC(=O)NCCCc2ccccc2)c(=O)c2cccn12 | 0 |
| Cc1noc(NS(=O)(=O)c2ccc(NC(=O)C34CCC(CC3)C4)cc2)c1C | 7 |
| COc1ccccc1OCCn1cc(C#N)c2ccccc21 | -1 |
| Cc1cc(N2CCN(c3ccccc3)CC2)n2cc(-c3ccccc3)nc2n1 | -15 |
| CSc1cc(C)n(-c2ccc(Cl)cc2)c(=S)c1C(C)=O | -2 |
| CC(C)(Oc1ccc(Cl)cc1)C(=O)Nc1cccnc1 | 0 |
| Cn1c(=O)c2c(nc(SCC(=O)N3CCCCCC3)n2C)n(C)c1=O | 0 |
| O=C(CC12CC3CC(CC(C3)C1)C2)Nc1cccc2ncccc12 | 9 |
| CN(C)C(=S)Nc1ccc([N+](=O)[O-])cc1 | -19 |
| CN1Cc2cc(C(=O)c3ccccc3O)cnc2NC1=O | 8 |
| COc1ccccc1-n1c(SCC(N)=O)nnc1-c1ccc(S(=O)(=O)N2CCCCC2)cc1 | -5 |
| COc1cc(OC)c(-n2c(C)cc(C=O)c2C)cc1Cl | 3 |
| COc1ccc(CCNC(=O)CN(c2ccccc2)S(C)(=O)=O)cc1OC | 1 |
| Cc1ccc(S(=O)(=O)N2CCN(C(=O)CC3CCCC3)CC2)cc1 | -1 |
| CCN(CC)c1ccc(C=C(c2nnnn2-c2ccccc2)c2nnnn2-c2ccccc2)cc1 | 15 |

Arranged by the number under miR-122 sensor (largest number first): three from the list above.
| Compound | miR-122 sensor |
| --- | --- |
| CCN(CC)c1ccc(C=C(c2nnnn2-c2ccccc2)c2nnnn2-c2ccccc2)cc1 | 15 |
| O=C(CC12CC3CC(CC(C3)C1)C2)Nc1cccc2ncccc12 | 9 |
| Cc1ccc(S(=O)(=O)N2CCN(C(=O)CC3CCCC3)CC2)cc1 | -1 |

Further structures.
| SMILES | miR-122 sensor |
| --- | --- |
| Cc1cc(-c2c(C)[nH]n(-c3ccc(Cl)cc3)c2=O)n(-c2ccccc2)n1 | 3 |
| COc1cc(CCN2C(=O)c3cccc4cccc(c34)C2=O)c(S(=O)(=O)NCCCO)cc1OC | 41 |
| CN(C)c1oc(-c2ccc(OCc3ccccc3)cc2)nc1C#N | -1 |
| CC1CCCCC1NC(=O)c1nn(C)c(=O)c2ccccc12 (configuration not stated) | -1 |
| COCCOC(=O)c1c(C)nc(SCC(=O)Nc2ccc(C)cc2)c(C#N)c1-c1ccco1 | -2 |
| COc1ccc(C(=O)NCC(=O)OCC(=O)N2CC(C)CC(C)C2)cc1 (configuration not stated) | -4 |
| CN(C)C(=O)N1CCN(C(=O)c2ccccc2Sc2ccccc2C#N)CC1 | -9 |
| O=S(Cc1ccc(Cl)cc1)CC(O)COc1ccc(Cl)cc1 (configuration not stated) | -4 |
| COC(=O)c1ccc(N2Cc3ccccc3/C2=N\C(=O)Nc2ccccc2)cc1 | 25 |
| CCc1oc(C(=O)O)cc1COC | -8 |
| COc1ccccc1NC(=O)/C(=C/c1cccc([N+](=O)[O-])c1)c1ccccc1 | -11 |
| COCCCNC(=O)CCc1nc2cccnc2n1Cc1ccccc1 | 4 |
| Cc1ccc(-n2ncc3c(=O)n(CC#N)cnc32)cc1 | 14 |
| CCOc1ccc(CCNC(=O)c2cccc(N3CCCC3=O)c2)cc1OCC | -7 |
| Cc1ccc(N2C(=O)N(CC(=O)NC(c3ccccc3)c3ccccc3)C(=O)C2C)cc1 (configuration not stated) | -11 |
| Cc1cccc(Cn2nnc3c2C(=O)c2ccccc2C3=O)c1 | 2 |
| COC(=O)Cn1nc(C)c2ccccc2c1=O | 0 |
| COc1cc(C)nc(OCCNC(=O)COc2ccc(Cl)cc2C)n1 | -6 |
| c1nnc2c3c4c(sc3ncn12)CCC4 | 2 |
| CNC(=O)c1ccc(-c2sc3nc(N4CCOCC4)c4c(c3c2N)CCCC4)o1 | -8 |
| Cc1ccc(CN(C(=O)CNC(=O)c2cccs2)C(C(=O)NCC2CCCO2)c2ccccc2)cc1 (configuration not stated) | 8 |
| CCCC1(CCC)NC(=O)N(CC(=O)N2CCN(C(=O)c3ccco3)CC2)C1=O | 0 |
| CSCC[C@H](Nc1ncnc2sc(C)c(C)c12)C(=O)O | -6 |
| COc1ccc(CCNS(=O)(=O)c2cccc(C(=O)O)c2)cc1OC | 2 |
| CCCn1c(N)c(C(=O)COC(=O)c2c(C)noc2C)c(=O)n(C)c1=O | 0 |

(more compounds)
| SMILES | miR-122 sensor |
| --- | --- |
| CSc1ccc(Cl)c(C(=O)NCc2ccco2)c1 | 14 |
| COc1cc(-c2nnc3sc(Cc4ccccc4)nn23)cc(OC)c1OC | -1 |
| Fc1ccc(C2=CC(c3ccco3)n3ncnc3N2)cc1 (configuration not stated) | 2 |
| CNC(=O)/C(=C\c1ccc([N+](=O)[O-])cc1)NC(C)=O | 3 |
| Fc1ccc2nc(-c3ccccc3)nc(SCc3nnc(-c4ccccc4)o3)c2c1 | -5 |
| OCCNC(=S)NC1CCCCC1 | 2 |
| COCCNC(=O)c1cc(-c2ccc3c(c2)OCO3)on1 | -5 |
| CC(=O)N/C(=C/c1ccc(Cl)cc1)C(=O)NCCc1c[nH]c2ccccc12 | 2 |
| O=C(CN(c1ccc(Cl)cc1)S(=O)(=O)c1ccccc1)N/N=C/c1ccco1 | 2 |
| COC(=O)c1ccc(Cn2nc(C(F)(F)F)cc2C)cc1 | 7 |
| N=P(N1CCOCC1)(N1CCOCC1)C12CC3CC(CC(C3)C1)C2 | 4 |
| Cc1c(C(=O)OCC2CCCO2)[nH]c2c1C(=O)CC(c1ccco1)C2 (configuration not stated) | 10 |
| CCCNC(=O)COC(=O)c1[nH]c(C)c(C(=O)OCC)c1C | 2 |
| Oc1ccccc1-c1cc(-c2cccc(F)c2)n[nH]1 | 2 |
| COc1ccc(C(=O)N2CCN=C2SC)cc1OC | -7 |
| O=C(CCC1CCCCC1)Nc1cccnc1 | 9 |
| CCn1c2ccccc2c2nnc(SCC(=O)Nc3ncccn3)nc21 | 4 |
| CCOC(=O)c1nnn(-c2nonc2-n2cccc2)c1C | -1 |
| CCOC(=O)CCc1c(C)nc(SCC(=O)O)c(C#N)c1C | -5 |
| Cc1nn(Cc2ccc(Cl)cc2Cl)c(C)c1NC(=O)NC12CC3CC(CC(C3)C1)C2 | -3 |
| c1ccc(Nc2ccccn2)cc1 | -5 |
| CCNc1nc(NCC)nc(N2CC(=O)N(CC(=O)OCC)C2=N)n1 | -4 |
| CCC(=O)N/N=C(\C)CC(=O)Nc1ccc2ccccc2c1 | 0 |
| COc1ccc(/C=N/n2cc(-c3ccccc3)nc2N)cc1 | 2 |
| COc1ccc(N2C(=O)CC(S/C(N)=N/N=C(\C)c3cccs3)C2=O)cc1 (configuration not stated) | -4 |

Among those listed so far, four have a nitro group on carbon:
| SMILES | miR-122 sensor |
| --- | --- |
| CC1CCN(c2ccc(C(=O)NCc3ccco3)cc2[N+](=O)[O-])CC1 | -3 |
| CN(C)C(=S)Nc1ccc([N+](=O)[O-])cc1 | -19 |
| COc1ccccc1NC(=O)/C(=C/c1cccc([N+](=O)[O-])c1)c1ccccc1 | -11 |
| CNC(=O)/C(=C\c1ccc([N+](=O)[O-])cc1)NC(C)=O | 3 |

(listing goes on)
| SMILES | miR-122 sensor |
| --- | --- |
| CCC(=O)Nc1c(C(=O)N2CCCCCC2)cnn1-c1ccc(C)c(C)c1 | 6 |
| O=C(Nc1ccc(N2CCOCC2)cc1N1CCOCC1)c1cccs1 | -7 |
| Cc1ccc(Nc2nnc(SCC(=O)Nc3ccc(S(=O)(=O)N4CCOCC4)cc3)s2)cc1 | 2 |
| Cc1ccc(/C=N\NC(=O)C2COc3cc4ccccc4cc3O2)o1 (configuration not stated) | 3 |
| CCOC(=O)C1=C(C)NC(=O)NC1 | -10 |
| O=S(=O)(NCCc1ccncc1)c1ccc(S(=O)(=O)N2CCCCCC2)cc1 | 18 |
| COc1cccc(-c2csc(N3CCN(C(=O)NC45CC6CC(CC(C6)C4)C5)CC3)n2)c1 | -1 |
| COC(=O)c1ccccc1NC(=O)C1CC(=O)N(c2ccc(C)cc2)C1 (configuration not stated) | 1 |
| Cc1cnc(NC(=O)CSc2nnc(-c3ccncc3)n2C2CCCCC2)s1 | 8 |
| CCC(=O)N1CCc2cc(S(=O)(=O)NCCC(=O)N3CCc4ccccc4C3)ccc21 | 3 |
| COc1cccc(C=Nc2ccc3c(c2)OCCO3)c1O | 11 |
| Cc1ccc(/C(O)=C2/C(=O)C(=O)OC2c2ccc(Cl)cc2)cc1 (configuration not stated) | -4 |
| O=S(=O)(Cc1ccccc1)N1CCN(C/C=C/c2ccccc2)CC1 | 15 |
| CCOC(=O)C(C(=O)OCC)N(C#N)c1nc(OC)nc(N(C)C)n1 | -6 |
| Cc1cc(NC(=O)C2C3C(=O)N(CC4CCCO4)C(C(=O)NCc4ccccc4)C34C=CC2(C)O4)no1 (configuration not stated) | -3 |
| CCOc1cc(S(=O)(=O)N2CC=C(c3ccc(F)cc3)CC2)c(OCC)cc1-n1cnnn1 | 7 |
| O=C(O)C1C2CCC(O2)C1C(=O)NCCC1=CCCCC1 (configuration not stated) | -3 |
| O=C(CSc1n[nH]c(-c2cccnc2)n1)Nc1ccccc1 | -2 |
| CCOC(=O)C1CCCN(Cc2cccc(Cl)c2)C1 (configuration not stated) | -2 |
| CCOC(=O)c1sc(NC(=O)CSc2nnnn2-c2ccc(C)cc2)c(C(=O)OCC)c1C | 6 |
| O=C(c1cc2ccccc2oc1=O)N(Cc1ccc2c(c1)OCO2)Cc1ccco1 | 59 |
| O=C(NC(Cc1ccccc1)C(=O)O)/C(=C\c1ccco1)NC(=O)c1ccc(Br)cc1 (configuration not stated) | -4 |
| Cc1cc(NC(=O)CCN2C(=O)C3C4C=CC(C4)C3C2=O)c2ccccc2n1 (configuration not stated) | 0 |
| COc1ccc(-c2csc(N(CCc3ccccc3)C(=O)COc3ccccc3)n2)cc1 | 5 |
| CC1CCCC(NC(=S)Nc2ccc(SC(F)F)cc2)C1C (configuration not stated) | 48 |

(further entries)
| SMILES | miR-122 sensor |
| --- | --- |
| CCOC(=O)C1CCN(c2c(NCCCN3CCN(Cc4ccccc4)CC3)c(=O)c2=O)CC1 | -4 |
| CC1C(O)=C(c2nc3ccccc3[nH]2)C(=N)N1c1ccccc1 (configuration not stated) | -6 |
| Cc1cccc(N2C(=O)C(Oc3ccc(Cl)cc3Cl)C2C(=O)O)c1C (configuration not stated) | -3 |
| O=C1CC(N2CCOCC2)C(=O)N1CCc1ccccc1 (configuration not stated) | 0 |
